Screening data (PubChem)
STK33 kin inh – STK33 kinase inhibitors, primary screen, biochemical, luminescence, ADP-Glo, MBP substrate. Serine/threonine-protein kinase 33 (Homo sapiens), Q9BYT3. inhibition, % at 12.5 µM. actives 0.44% (n = 27,000). AID 2322, 2010; in the data active = inhibition above about 20%; inconclusive = no clear call, values can overlap the other calls
Target sequence (Q9BYT3 whole entry, looked up): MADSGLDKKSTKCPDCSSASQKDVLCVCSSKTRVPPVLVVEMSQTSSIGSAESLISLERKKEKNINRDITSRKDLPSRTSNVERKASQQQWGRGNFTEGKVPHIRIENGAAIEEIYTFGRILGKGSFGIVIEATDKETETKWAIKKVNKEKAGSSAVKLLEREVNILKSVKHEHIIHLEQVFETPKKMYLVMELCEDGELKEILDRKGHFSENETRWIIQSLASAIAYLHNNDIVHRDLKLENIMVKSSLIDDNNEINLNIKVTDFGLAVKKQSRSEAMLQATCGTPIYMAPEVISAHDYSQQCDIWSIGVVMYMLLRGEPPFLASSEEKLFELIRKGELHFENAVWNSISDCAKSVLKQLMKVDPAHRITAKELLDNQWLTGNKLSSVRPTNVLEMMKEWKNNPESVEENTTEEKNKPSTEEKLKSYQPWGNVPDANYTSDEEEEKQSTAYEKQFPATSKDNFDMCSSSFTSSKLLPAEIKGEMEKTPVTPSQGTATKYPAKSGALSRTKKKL
p53 PUMA act – mutant p53 pathway re-activators, primary screen, cell-based, SW480, luciferase, single point, HTS. SW480 PUMA-promoter luciferase, p53 mutant reactivation. AID 624151, 2012. activation, % at 9.98 µM. actives 1.5% (n = 28,000); in the data active = activation above about 52%; inconclusive = no clear call, values can overlap the other calls
* hit, by the source's call; ? = inconclusive; . = no result given. Not all compounds are listed; rates above refer to the full screens.

SMILES	STK33 kin inh	p53 PUMA act
Cc1noc(C)c1S(=O)(=O)N(C)C[C@H]1OCCCC[C@@H](C)Oc2ccc(NC(=O)Nc3ccccc3)cc2C(=O)N([C@H](C)CO)C[C@@H]1C	-3	.
CCCCc1nn(-c2ccccc2C(F)(F)F)c(=O)n1Cc1ccc(-c2ccccc2S(=O)(=O)NC(=O)c2sccc2C)cc1	.	1
Cc1ccc2c(C)c(C(=O)Nc3sc4c(c3C(=O)NCc3ccco3)CCC4)oc2c1	-1	8
COc1ccc(-c2nc(C#N)c(NCCN3CCOCC3)o2)cc1	0	-4
C[C@@H]1CN([C@@H](C)CO)C(=O)c2cccc(NC(=O)c3ccncc3)c2O[C@H]1CN(C)Cc1ccc(Cl)c(Cl)c1	.	6
Cc1ccc(C)c(NC(=O)CC2C(=O)N(c3ccccc3)C(=S)N2Cc2ccco2)c1 (configuration not stated)	8	-3
C[C@H](CO)N1C[C@H](C)[C@H](CN(C)Cc2ccncc2)OCCCC[C@H](C)Oc2ccc(NC(=O)CCCN(C)C)cc2C1=O	.	-1
C[C@@H]1CN([C@@H](C)CO)C(=O)c2cc(NS(=O)(=O)c3cn(C)cn3)ccc2O[C@@H]1CN(C)Cc1ccc(-c2ccccc2)cc1	2	.
COc1ccccc1N(CC(=O)N(C)C)S(=O)(=O)c1ccc(C)cc1	-3	-6
C[C@@H]1CN([C@H](C)CO)C(=O)CCCn2cc(nn2)CO[C@H]1CN(C)C(=O)Nc1ccnc(N2CCOCC2)c1	6	5
C[C@@H]1CN([C@H](C)CO)C(=O)Cc2cc(NC(=O)CCN3CCOCC3)ccc2O[C@H]1CN(C)C(=O)NC1CCCCC1	-1	.
C[C@H]1CCCCO[C@H](CN(C)C(=O)c2ccccc2)[C@@H](C)CN([C@@H](C)CO)C(=O)c2cc(NS(=O)(=O)c3cn(C)cn3)ccc2O1	.	10
C[C@H]1CN([C@@H](C)CO)C(=O)c2cccc(NC(=O)c3ccc(-c4nccs4)cc3)c2O[C@H]1CN(C)C(=O)Nc1cccc2ccccc12	.	-3
Cc1noc(C)c1NC(=O)N(C)C[C@@H]1Oc2ccc(NS(=O)(=O)c3ccc(F)cc3)cc2CC(=O)N([C@H](C)CO)C[C@H]1C	1	.
CC(=O)c1cccc(NC(=O)C(CC(C)C)N2C(=O)c3ccccc3C2=O)c1 (configuration not stated)	4	6
C[C@H](CO)N1C[C@H](C)[C@H](CN(C)Cc2ccc(Oc3ccccc3)cc2)Oc2ccc(NC(=O)Nc3ccc4c(c3)OCO4)cc2CC1=O	3	.
COc1ccc(NC(=O)N(C)C[C@@H]2Oc3ccc(NS(=O)(=O)c4ccc(F)cc4)cc3CC(=O)N([C@@H](C)CO)C[C@@H]2C)cc1	-3	.
COc1ccc(NC(=O)Nc2ccc3c(c2)C(=O)N([C@@H](C)CO)C[C@@H](C)[C@@H](CN(C)S(=O)(=O)c2ccc(Cl)cc2)O3)cc1	1	.
Cc1ccc(-c2cnc(-c3ccc(Br)cc3)o2)cc1	.	72*
COc1ccc(S(=O)(=O)N(CC(N)=O)C2CCCCC2)cc1Cl	-2	-4

Two records drawn at random from those above:
SMILES	STK33 kin inh	p53 PUMA act
CC(=O)c1cccc(NC(=O)C(CC(C)C)N2C(=O)c3ccccc3C2=O)c1 (configuration not stated)	4	6
COc1ccccc1N(CC(=O)N(C)C)S(=O)(=O)c1ccc(C)cc1	-3	-6

Next part:
SMILES	STK33 kin inh	p53 PUMA act
COc1ccc(-c2cnc3c(c2)C(=O)N([C@@H](C)CO)C[C@H](C)[C@H](CN(C)C(=O)Cc2ccccc2)O3)cc1	.	-4
CC(=O)c1cccc(NC(=O)CSc2nnc3c(n2)[nH]c2ccccc23)c1	4	-27
COc1ccc(NC(=O)COc2cc(C)ccc2C)cc1NC(=O)c1ccco1	2	14
C[C@H](CO)N1C[C@H](C)[C@H](CN(C)CC2CC2)Oc2ccc(NS(C)(=O)=O)cc2CC1=O	.	0
C[C@@H]1CN([C@H](C)CO)C(=O)c2cc(NS(=O)(=O)c3ccc(Cl)cc3)ccc2O[C@H]1CN(C)C	.	-1
COc1ccccc1C(=O)N1CCN(c2ccc([N+](=O)[O-])c(NCc3ccco3)c2)CC1	1	-20
O=C(O)c1cc(NC(=O)C2CCCO2)cc(NC(=O)C2CCCO2)c1 (configuration not stated)	0	-7
COc1cccc(OCCSc2nc(N)cc(N)n2)c1	2	64*
C[C@@H]1CN([C@H](C)CO)C(=O)c2cc(NC(=O)Nc3ccc(C(F)(F)F)cc3)ccc2O[C@@H](C)CCCCO[C@@H]1CN(C)S(=O)(=O)c1ccc(Cl)cc1	.	-17
COC(=O)c1ccccc1NC(=O)CN(c1cccc(F)c1)S(C)(=O)=O	0	0
C[C@@H]1CN([C@@H](C)CO)C(=O)Cc2cc(NC(=O)C3CC3)ccc2O[C@@H]1CN(C)C(=O)Nc1ccc(F)cc1	1	2
C[C@@H]1CCCCO[C@@H](CN(C)C(=O)CCCN(C)C)[C@@H](C)CN([C@@H](C)CO)C(=O)c2cc(NS(=O)(=O)c3ccccc3)ccc2O1	.	11
Cc1ccc(S(=O)(=O)N(C)CC(=O)Nc2ccc(C#N)cc2)cc1	-10	15
COc1ccc(CCNC(=O)[C@@H]2c3ccccc3C(=O)N(Cc3ccccc3OC)[C@H]2c2ccc(CO)cc2)cc1	1	.
COc1ccccc1-c1nnc(SCC(=O)Nc2ccccc2C(F)(F)F)n1C	-1	-29
COc1ccc(-n2c(CCn3c4ccccc4c4ccccc43)n[nH]c2=S)cc1	-1	5
C[C@H](CO)N1C[C@H](C)[C@@H](CN(C)C(=O)Nc2ccc(C(F)(F)F)cc2)Oc2ccc(NC(=O)Nc3ccccc3)cc2C1=O	.	-1
COc1ccc(S(=O)(=O)Nc2ccc3c(c2)C(=O)N([C@@H](C)CO)C[C@H](C)[C@@H](CN(C)S(=O)(=O)c2ccc(OC)cc2)O3)cc1	3	-3
Cc1ccc(S(=O)(=O)N(C)C[C@H]2Oc3ccc(NC(=O)Nc4ccc(C(F)(F)F)cc4)cc3CC(=O)N([C@@H](C)CO)C[C@H]2C)cc1	2	.
C[C@@H]1CN([C@@H](C)CO)C(=O)Cc2cc(NC(=O)c3ccncc3)ccc2O[C@@H]1CN(C)S(=O)(=O)c1cn(C)cn1	0	9

Entries of single compounds, looked up by structure. Screens in order: STK33 kin inh, p53 PUMA act
Entry for C[C@@H]1CN([C@H](C)CO)C(=O)c2cc(NC(=O)Nc3ccc(C(F)(F)F)cc3)ccc2O[C@@H](C)CCCCO[C@@H]1CN(C)S(=O)(=O)c1ccc(Cl)cc1 → ., -17
Entry for COc1ccccc1C(=O)N1CCN(c2ccc([N+](=O)[O-])c(NCc3ccco3)c2)CC1 → 1, -20
Entry for CC(=O)c1cccc(NC(=O)CSc2nnc3c(n2)[nH]c2ccccc23)c1 → 4, -27
Entry for COC(=O)c1ccccc1NC(=O)CN(c1cccc(F)c1)S(C)(=O)=O → 0, 0
Entry for C[C@@H]1CN([C@@H](C)CO)C(=O)Cc2cc(NC(=O)c3ccncc3)ccc2O[C@@H]1CN(C)S(=O)(=O)c1cn(C)cn1 → 0, 9

The results go on.
SMILES	STK33 kin inh	p53 PUMA act
C[C@@H]1CN([C@@H](C)CO)C(=O)c2cc(N(C)C)ccc2O[C@H]1CN(C)C	.	7
Cc1cc(C)n(CC(O)COc2ccc3cc(Br)ccc3c2)n1 (configuration not stated)	-3	34
CC(Sc1nc2ccccc2c(=O)[nH]1)C(=O)Nc1ccc(Cl)cc1 (configuration not stated)	-1	-15
CC[C@H](C)[C@H]1O[C@]2(CC[C@@H]1C)C[C@@H]1C[C@@H](C/C=C(\C)[C@@H](O[C@H]3C[C@H](OC)[C@@H](O[C@H]4C[C@H](OC)[C@@H](O)[C@H](C)O4)[C@H](C)O3)[C@@H](C)/C=C/C=C3\CO[C@@H]4[C@H](O)C(C)=C[C@@H](C(=O)O1)[C@]34O)O2	.	6
Cc1noc(C)c1NC(=O)N(C)C[C@H]1Oc2ccc(NC(=O)CCN3CCOCC3)cc2CC(=O)N([C@H](C)CO)C[C@@H]1C	.	12
C[C@H]1CN([C@@H](C)CO)C(=O)c2cc(NC(=O)CCC(F)(F)F)ccc2O[C@H]1CN(C)C(=O)Nc1ccccc1	.	13
CC(C)C#Cc1ccc2c(c1)O[C@H](CN(C)C(=O)CC1CC1)[C@@H](C)CN([C@@H](C)CO)S2(=O)=O	.	-23
C[C@H]1CN([C@@H](C)CO)S(=O)(=O)c2ccc(C3=CCCCC3)cc2O[C@@H]1CN(C)Cc1cncnc1	.	-20
O=c1c2c3c(sc2nc(SCc2nc(-c4cccs4)no2)n1-c1ccccc1)CCCC3	1	-9
Cc1ccc(F)cc1NC(=O)CSc1nnc(-c2ccccc2Cl)o1	?	15
Cc1noc(C)c1S(=O)(=O)Nc1ccc2c(c1)C(=O)N([C@@H](C)CO)C[C@@H](C)[C@@H](CN(C)C(=O)Cc1ccccc1)OCCCC[C@@H](C)O2	.	-20
COc1ccc(NC(=O)Nc2ccc3c(c2)C(=O)N([C@@H](C)CO)C[C@@H](C)[C@H](CN(C)Cc2ccc4c(c2)OCO4)O3)cc1	0	.
COc1ccc(S(=O)(=O)Nc2ccc3c(c2)C(=O)N([C@H](C)CO)C[C@H](C)[C@H](CN(C)S(=O)(=O)c2cccs2)OCCCC[C@@H](C)O3)cc1	4	.
C[C@H]1CN([C@@H](C)CO)C(=O)CCCn2nncc2CO[C@H]1CN(C)C(=O)Nc1cccc(Oc2ccccn2)c1	-2	.
C=CCNC(=O)[C@@H]1[C@H]2C(=O)O[C@H](c3ccccc3)[C@H](c3ccccc3)N2[C@H](c2ccc(O)cc2)[C@@]12C(=O)Nc1ccc(C#Cc3ccc(OC)cc3)cc12	1	.
C[C@H](CO)N1C[C@H](C)[C@H](CN(C)C)Oc2ccc(NS(=O)(=O)c3cccs3)cc2C1=O	.	-2
CC(=O)Nc1ccc(C(=O)CSc2cc(C)c3ccccc3n2)cc1	-4	36
COc1ccc(NC(=O)Nc2ccc3c(c2)C(=O)N([C@H](C)CO)C[C@H](C)[C@H](CN(C)C)O3)cc1	2	11
C[C@@H]1CCCCO[C@@H](CN(C)C(=O)Nc2ccc(F)cc2)[C@@H](C)CN([C@@H](C)CO)C(=O)c2cc(N(C)C)ccc2O1	.	-3
CNC[C@H]1Oc2ccc(NC(=O)Nc3c(C)noc3C)cc2CC(=O)N([C@@H](C)CO)C[C@@H]1C	-1	8
COc1ccc(C(=O)COc2cccc(NC(=O)c3ccccc3C)c2)cc1	-1	16
C[C@H](CO)N1C[C@H](C)[C@H](CN(C)CC2CCCC2)OCc2cn(nn2)CCCC1=O	-5	.
CCCc1cc(=O)n2[nH]c(NCc3ccccc3OC)nc2n1	-4	4
COc1ccc(NC(=O)Nc2ccc3c(c2)CC(=O)N([C@@H](C)CO)C[C@@H](C)[C@@H](CN(C)S(=O)(=O)c2ccccc2)O3)cc1	1	.
CC(C)C#Cc1ccc2c(c1)O[C@H](CN(C)C(=O)c1cccc(F)c1)[C@H](C)CN([C@H](C)CO)S2(=O)=O	.	-11
Cc1ccc(-c2nnc3c4ccccc4c(C)nn23)cc1S(N)(=O)=O	6	-30
CN(C)CC(=O)Nc1ccc2c(c1)[C@H]1C[C@H](CC(=O)N3CCN(C)CC3)O[C@H](CO)[C@H]1O2	.	13
C[C@@H]1CN([C@H](C)CO)C(=O)Cc2cc(NC(=O)C3CCCCC3)ccc2O[C@@H]1CN(C)Cc1ccc(C(F)(F)F)cc1	2	.
COc1ccc(S(=O)(=O)Nc2ccc3c(c2)C(=O)N([C@H](C)CO)C[C@H](C)[C@H](CN(C)S(=O)(=O)c2ccc(OC)cc2)OCCCC[C@@H](C)O3)cc1	4	.
CC(C)NC(=O)Nc1ccc2c(c1)CC(=O)N([C@H](C)CO)C[C@H](C)[C@H](CN(C)S(=O)(=O)c1ccccc1)O2	2	-10
CC(C)NC(=O)N(C)C[C@@H]1Oc2ccc(NC(=O)Cn3cnnn3)cc2C(=O)N([C@@H](C)CO)C[C@H]1C	1	.
C[C@@H]1CN([C@@H](C)CO)C(=O)c2cccc(NS(=O)(=O)c3cn(C)cn3)c2O[C@@H]1CN(C)CC1CC1	.	11
C[C@@H]1CN([C@@H](C)CO)C(=O)Cc2cc(NS(=O)(=O)c3ccc(Cl)cc3)ccc2O[C@H]1CN(C)CC1CCCCC1	.	-13
CC(=O)CCCCCCCc1[nH]c2ccccc2c(=O)c1O[C@@H]1O[C@H](CO)[C@@H](O)[C@H](O)[C@H]1O	2	2
CN1Cc2cc3c(cc2CCC(=O)c2cc4c(cc2C1)OCO4)OCO3	2	5
O=C(O)CCn1nc(-c2ccc(F)cc2)ccc1=O	.	11
C[C@H](CO)N1C[C@H](C)[C@H](CN(C)C(=O)Nc2ccccc2)Oc2ccc(NC(=O)Cc3ccccc3)cc2C1=O	.	5
CC(C)NC(=O)Nc1ccc2c(c1)CC(=O)N([C@H](C)CO)C[C@H](C)[C@H](CN(C)C(=O)NC1CCCCC1)O2	1	.
O=c1cc(-c2ccc(O)c(O)c2)c2c(O[C@@H]3O[C@H](CO)[C@@H](O)[C@H](O)[C@H]3O)cc(O)cc2o1	-1	7
C[C@H](CO)N1C[C@H](C)[C@@H](CN(C)Cc2ccc(Oc3ccccc3)cc2)Oc2c(NC(=O)C3CCOCC3)cccc2C1=O	.	-4
CCn1c(SCC(=O)N2CCc3ccccc32)nnc1-c1c[nH]c2ccccc12	0	10
C[C@H](CO)N1C[C@H](C)[C@@H](CN(C)S(=O)(=O)c2cn(C)cn2)Oc2ccc(NC(=O)Nc3ccc(F)cc3)cc2C1=O	.	-8
C[C@@H]1CN([C@@H](C)CO)C(=O)c2cc(NS(C)(=O)=O)ccc2O[C@@H](C)CCCCO[C@H]1CN(C)C(=O)CCC(F)(F)F	.	8

By substructure: the compounds so far with a COOH group
SMILES	STK33 kin inh	p53 PUMA act
O=C(O)c1cc(NC(=O)C2CCCO2)cc(NC(=O)C2CCCO2)c1 (configuration not stated)	0	-7
O=C(O)CCn1nc(-c2ccc(F)cc2)ccc1=O	.	11
